# PKA-R2B act = activators of human PKA-R2B complex. P22694+P31323. PKA-R2B holoenzyme dissociation, Cy5-IP20 fluorescence polarization; R2B truncated from residue 108, S112A mutant; 0% DMSO only, 100% 113 µM cGMP. activation, % at 11.4 µM. actives 0.079% (n = 340,000). AID 504700;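 active = activation above a cutoff set at the mean over all compounds plus 3 SD, cut at about 18% in these data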;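 note: higher means more holoenzyme dissociation and a rise in polarization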
# phage Ecoli inh = E. coli growth loss with phage present | inhibition, % at 11.9 µM | growth absorbance | actives 0.26% (n = 360,000) | AID 651602; in the data active = inhibition above about 11%
# MOR-DOR ag = OPRM1-OPRD1 heterodimerization agonism; P35372+P41143; cells, luminescence; activation, % at 9.3 µM; actives 0.3% (n = 340,000); in the data active = activation above about 18%;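 note: 0% = vehicle-treated cells and 100% = reference agonist; values of inactives mirror those of a sister screen read the other way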
# Target sequence (P35372 whole entry, looked up): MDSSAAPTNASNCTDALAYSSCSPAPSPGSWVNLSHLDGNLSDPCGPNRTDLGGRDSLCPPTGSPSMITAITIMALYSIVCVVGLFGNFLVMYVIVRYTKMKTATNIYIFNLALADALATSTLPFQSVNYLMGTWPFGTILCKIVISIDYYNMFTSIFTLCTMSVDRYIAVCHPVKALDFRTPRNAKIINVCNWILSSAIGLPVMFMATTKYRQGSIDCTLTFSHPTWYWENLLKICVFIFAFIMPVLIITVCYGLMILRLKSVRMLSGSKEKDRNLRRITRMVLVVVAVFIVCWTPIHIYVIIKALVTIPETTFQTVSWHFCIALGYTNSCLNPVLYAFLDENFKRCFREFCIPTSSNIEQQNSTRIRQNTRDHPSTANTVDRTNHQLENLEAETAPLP
# Target sequence (P41143 whole entry, looked up): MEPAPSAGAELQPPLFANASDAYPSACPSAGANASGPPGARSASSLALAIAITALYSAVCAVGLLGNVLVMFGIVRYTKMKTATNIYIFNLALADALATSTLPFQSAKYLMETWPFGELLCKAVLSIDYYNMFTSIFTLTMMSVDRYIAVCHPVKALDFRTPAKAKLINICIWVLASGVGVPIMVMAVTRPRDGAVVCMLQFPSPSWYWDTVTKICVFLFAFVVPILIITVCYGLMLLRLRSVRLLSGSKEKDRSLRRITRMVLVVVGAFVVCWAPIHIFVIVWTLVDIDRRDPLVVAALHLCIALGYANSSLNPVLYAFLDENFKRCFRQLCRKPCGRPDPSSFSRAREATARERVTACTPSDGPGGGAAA
# Mot1-301 SUMO = blocks SUMOylation pathway, rescuing yeast Mot1-301 growth; S. cerevisiae Mot1-301 growth rescue, ATP luminescence, 38.5C; percent above DMSO median, 100 means doubled; growth rescue, % at 18.8 µM; actives 1% (n = 320,000); AID 2716;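 active = every valid replicate shows activation above 250% relative to neutral control wells; inactive = the rest, any valid replicate at or below 250%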;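 note: OY570 slx delta 5 strain wells were the positive control but not used for scaling; some compounds called inactive have numbers as strong as hits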
# E coli growth = reduces bacterial viability in AddAB counter-screen; inhibition, % at 11.9 µM; AID 449728; actives 0.27% (n = 330,000); E. coli V3065 growth, OD600 absorbance, 18 h;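 active = inhibition above the campaign's mean inhibition across all tested compounds plus 3 SD, cut at about 9.9% in these data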;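 note: uninfected addAB+ strain grown without phage in ampicillin broth; 0% = DMSO wells and 100% = ciprofloxacin 0.95 µg/ml wells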
# AddAB inh = less growth of phage-infected E. coli with AddAB; AID 435030; inhibition, % at 11.9 µM; E. coli expressing H. pylori AddAB, absorbance growth; actives 0.29% (n = 330,000); in the data active = inhibition above about 12%;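 note: 0% = vehicle wells of infected cells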
# HTR5A inv ag = HTR5A inverse agonism, opioid heterodimer counter-screen; P47898; HTR5A cell line, luminescence; inhibition, % at 9.3 µM; actives 0.083% (n = 340,000); AID 504634; in the data active = inhibition mostly above about 23%, no sharp cut-off; inactive = mostly below about 18%;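 note: 0% = cells with DMSO and 100% = no-cell wells with DMSO; some compounds called inactive have numbers as strong as hits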
# MOR-DOR inv ag = inverse agonists of human mu-delta opioid receptor heterodimerization; cell-based MOR-DOR heterodimer luminescence, inverse agonism; inhibition, % at 9.3 µM; actives 0.21% (n = 340,000); AID 504357; in the data active = inhibition above about 22%, passing the limit was not always enough;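 note: 0% = cells with DMSO and 100% = wells without cells with DMSO; values of inactives mirror those of a sister screen read the other way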
# PKA-R1A act = activators of PKA-R1A complex; P00514+P68181; PKA-R1A dissociation, Cy5-IP20 fluorescence polarization; scaled: DMSO 0%, 113 µM cGMP 100%; activation, % at 11.4 µM; actives 0.083% (n = 340,000); AID 504707;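 active = percent activation above the mean of all tested compounds plus 3 SD, cut at about 19% in these data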;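 note: higher means more PKAc released from R1A so a rise in polarization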
# PfHsp90 yeast 2 = growth inhibition of yeast expressing Plasmodium Hsp90. S. cerevisiae expressing PfHsp90, BacTiter-Glo ATP, 48 h; yeast lacking PDR1 and PDR3 efflux regulators. inhibition, % at 9.4 µM. actives 0.32% (n = 310,000);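 active = every replicate shows inhibition above about 80%, whatever the replicate mean, limit read from the data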;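 note: 0% = DMSO neutral controls and 100% = 20 µM radicicol positive controls; yeast relying on Plasmodium falciparum Hsp90 in place of its own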
# Tat transport = E. coli Tat transport inhibition | inhibition, % at 10 µM | actives 0.036% (n = 340,000) | E. coli MC4100 TorA-mCherry Tat export, fluorescence;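 active = mean replicate inhibition at least 50% and at least half of replicates individually reaching 50%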;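 note: exported cargo escapes ClpAP degradation while cytoplasmic cargo is degraded and loses fluorescence; 0% = median of neutral control wells and 100% = median of NaSCN control wells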
# An asterisk follows results filed as active; · = not tested or not shown. Compounds as they come; about 2.2% have a hit in one of these screens.
# Preview (3 entries):
SMILES,PKA-R2B act,phage Ecoli inh,MOR-DOR ag,Mot1-301 SUMO,E coli growth,AddAB inh,HTR5A inv ag,MOR-DOR inv ag,PKA-R1A act,PfHsp90 yeast 2,Tat transport
COc1ccc(C(C)=O)cc1COC(=O)Cc1cc(OC)c(OC)c(OC)c1,-5,-0.1,-1.2,134,-1.1,2.5,-5,8,1,25,0
COC(=O)COc1ccc(/C=N/NC(=O)c2ccc(N(Cc3ccccc3)S(C)(=O)=O)cc2)cc1,7,3.9,1.3,-23,1.3,1.6,2,-9,5,-65,3
COc1cc(Cl)c(C)cc1NC(=O)CN1CCCCCC1,-8,0.1,-2.1,-16,0.1,3.8,-4,13,-5,-20,-4

# This part in full, previewed entries included:
SMILES,PKA-R2B act,phage Ecoli inh,MOR-DOR ag,Mot1-301 SUMO,E coli growth,AddAB inh,HTR5A inv ag,MOR-DOR inv ag,PKA-R1A act,PfHsp90 yeast 2,Tat transport
COc1ccc(C(C)=O)cc1COC(=O)Cc1cc(OC)c(OC)c(OC)c1,-5,-0.1,-1.2,134,-1.1,2.5,-5,8,1,25,0
COC(=O)COc1ccc(/C=N/NC(=O)c2ccc(N(Cc3ccccc3)S(C)(=O)=O)cc2)cc1,7,3.9,1.3,-23,1.3,1.6,2,-9,5,-65,3
COc1cc(Cl)c(C)cc1NC(=O)CN1CCCCCC1,-8,0.1,-2.1,-16,0.1,3.8,-4,13,-5,-20,-4
O=C(N/N=C/c1c[nH]c2ccccc12)C1CC(=O)N(c2ccccc2)C1 (stereo not given),3,2.4,-2.1,10,1.2,-1.5,3,10,4,8,-7
Cc1ccc(O)c(-c2cc(C(=O)Nc3cccnc3)[nH]n2)c1,-5,1.7,-1.5,24,2.8,1.4,-33,8,-3,15,-4
COc1ccc2c(=O)c3c(=O)n(Cc4ccco4)c(C(C)C)nc3oc2c1,0,2.0,-3.2,-22,3.5,-0.1,-1,19,-14,5,-5
Cc1cccc(N(CC(=O)N=Nc2c(O)[nH]c3ccccc23)S(C)(=O)=O)c1C,-6,0.9,-2.7,6,-1.4,-0.5,4,14,-5,·,7
O=C(NCCc1ccc(Cl)cc1)C1CC(=O)N(C2CCCCC2)C1 (stereo not given),-9,-1.3,-3.0,-9,-1.2,-1.2,4,17,-4,7,0
Cc1ccc(-c2[nH]ncc2CNCCc2cnn(-c3ccccc3)c2)cc1C,-6,3.4,13,923*,-0.4,1.9,5,-67,4,25,-1
CC1=Nc2cc(C(=O)NCCCN3CCOCC3)ccc2Sc2c(C)ccc(C)c21,2,0.7,-1.8,-9,-0.2,1.7,-2,9,9,13,-1
Cc1ccc(S(=O)(=O)N2CCCCC2)cc1NC(=O)Cn1cc(C(F)(F)F)ccc1=O,-1,0.7,-2.0,·,-2.8,-1.4,13,8,1,·,0
COc1c(Br)cc(C(N)=O)cc1OCc1ccccc1,3,4.2,-4.0,11,-0.7,5.2,22,20,1,1,10
O=C(NC1CC1)C1CCN(c2ncnc3c2sc2cccc(F)c23)CC1,9,1.3,-1.4,-6,-0.8,-1.2,2,8,1,4,-6
COc1ccc(OC)c(-c2csc(NC(=O)CN3C(=O)C4CCCCC4C3=O)n2)c1 (stereo not given),-3,-1.0,-0.1,-3,1.8,0.2,1,0,-5,·,7
CCCc1ccc(C(=O)CCC(=O)O)cc1,2,0.6,-1.9,-2,0.8,0.7,-7,11,-4,-29,10
O=C(CSCc1ccccc1Cl)Nc1ccc2c(c1)OCCO2,-9,4.4,-0.6,1,0.1,1.8,-13,3,15,-10,7
CC1CN(C(=O)c2ccn(C)n2)CC(C)O1 (stereo not given),-1,4.4,-3.5,4,-1.0,1.9,-10,19,-4,-15,-4
CC(=O)Nc1ccc(NC(=O)COC(=O)/C(=C/c2ccccc2)n2nnnc2C)cc1,3,0.2,0.8,-7,-1.1,2.3,7,-5,2,24,10
CC(=O)n1c2ccccc2c2nc(NC(C)C)sc21,8,0.6,-4.5,2,-3.0,-4.6,-5,26,6,3,-3
Oc1cccc(/C=N/Nc2cccc3cccnc23)c1,-3,5.8,5.0,·,·,·,11,-26,-6,2,7
COC(=O)COc1cc(OCC(=O)OC)c2c(C)c(Cl)c(=O)oc2c1,3,1.2,0.1,12,-0.9,0.9,-6,-1,-2,2,3
Cc1ccsc1C(=O)OCC(=O)NCCNC(=O)COC(=O)c1sccc1C,-11,4.3,-2.1,2,0.4,1.9,-13,11,0,·,3
Cc1ccccc1C(=O)NCCNc1ccc([N+](=O)[O-])cc1,-13,4.2,-2.3,2,-1.4,-0.2,5,12,3,0,-3
COc1ccc(CNc2ncnc3cc(Cl)ccc23)cc1OC,-16,3.8,-0.5,·,·,·,6,3,-3,8,-3
O=C(NCCc1ccccc1)C1CCCN(c2ncnc3c2nc2n3CCCCC2)C1 (stereo not given),-5,-0.4,1.1,6,0.1,-0.8,-5,-6,-1,5,2
COC(=O)CC1C(=O)NCCN1C(=O)Nc1ccc(Cl)cc1 (stereo not given),-7,1.1,-3.0,2,1.4,-1.9,-5,17,-7,14,-5
CCOc1cc(CNCCO)cc(Br)c1OCc1ccc(Cl)cc1,-9,2.5,3.2,18,0.5,-1.3,-12,-18,-11,16,2
CCN(CC)c1ccc2c(C)c(-c3ccc(N)cc3)c(=O)oc2c1,-8,1.8,8.7,96,1.4,-1.4,-6,-47,-5,-6,-17
O=C(Nc1ccc2c(c1)OCCO2)c1ccoc1,-5,2.5,-2.1,1,-1.9,1.1,-16,11,-6,-9,0
COCCNC(=O)C1CC(c2ccccc2[N+](=O)[O-])=NO1 (stereo not given),-11,0.2,-3.8,-7,1.7,3.4,-15,21,-7,8,-1

# Given as labelled records: part of the list above.
Cc1cccc(N(CC(=O)N=Nc2c(O)[nH]c3ccccc23)S(C)(=O)=O)c1C
- PKA-R2B act = -6
- phage Ecoli inh = 0.9
- MOR-DOR ag = -2.7
- Mot1-301 SUMO = 6
- E coli growth = -1.4
- AddAB inh = -0.5
- HTR5A inv ag = 4
- MOR-DOR inv ag = 14
- PKA-R1A act = -5
- PfHsp90 yeast 2 = ·
- Tat transport = 7

CC1CN(C(=O)c2ccn(C)n2)CC(C)O1 (stereo not given)
- PKA-R2B act = -1
- phage Ecoli inh = 4.4
- MOR-DOR ag = -3.5
- Mot1-301 SUMO = 4
- E coli growth = -1.0
- AddAB inh = 1.9
- HTR5A inv ag = -10
- MOR-DOR inv ag = 19
- PKA-R1A act = -4
- PfHsp90 yeast 2 = -15
- Tat transport = -4

# (listing goes on)
SMILES,PKA-R2B act,phage Ecoli inh,MOR-DOR ag,Mot1-301 SUMO,E coli growth,AddAB inh,HTR5A inv ag,MOR-DOR inv ag,PKA-R1A act,PfHsp90 yeast 2,Tat transport
COC(=O)c1ccc(/C=N/OCC(=O)NC2CCCC(C)C2C)cc1 (stereo not given),4,1.1,4.2,-13,0.0,0.4,-3,-25,1,-28,0
Cc1ccc(Oc2cc(NC(=O)CCCn3nc([N+](=O)[O-])cc3C)cc([N+](=O)[O-])c2)cc1,1,0.4,-0.7,-10,-1.1,1.0,9,3,-2,-17,11
COC(=O)Nc1ccc(S(=O)(=O)N2CCCCC2C(=O)O)cc1 (stereo not given),-5,3.2,-1.2,33,0.0,2.8,4,7,-4,-10,-2
CC1CCCC(C)N1C(=O)CSc1nccc(=O)[nH]1 (stereo not given),-2,-0.8,0.2,2,-2.4,0.5,5,-1,-4,-11,-3
Cc1nc2sc(C(c3ccco3)N3CCC4(CC3)OCCO4)c(O)n2n1 (stereo not given),-11,4.3,2.2,-10,-0.2,4.1,-28,-12,-5,19,1
O=C(c1ccco1)N1CCN(c2ncnc3sc4c(c23)CCC4)CC1,-10,-2.7,-2.1,-11,0.5,-3.2,7,13,-9,5,12
Cc1ccc(S(=O)(=O)Nc2cccc(C(=O)N3CCN(c4ccccc4O)CC3)c2)cc1F,-4,0.7,-2.4,6,2.8,0.9,6,12,-2,0,-1
C=CCn1c(=O)c2ccccc2n2c(SCC(=O)N(C)C)nnc12,-9,1.6,-2.8,·,·,·,-1,13,-7,2,0
Cc1cnc(C(=O)Nc2ccc(S(=O)(=O)N(C(C)C)C(C)C)cc2)cn1,-5,0.0,-2.1,7,-0.1,1.0,5,11,-9,6,0
CC(C)(C)NC(=O)NC(=O)CN1C(=O)NC(C)(c2ccccc2)C1=O (stereo not given),-6,0.5,-0.8,-11,0.8,3.8,-9,4,-14,8,1
Cc1onc(-c2c(F)cccc2Cl)c1C(=O)N(Cc1ccccc1)C(C)C,-7,-2.1,0.7,5,-1.4,-0.8,2,-3,2,-1,6
Fc1ccc(-c2ncc3ccccn23)cc1,-10,-0.5,0.0,216,-2.2,6.5,36,0,-12,14,-5
Cc1ccccc1NC(=O)c1ccccn1,-9,2.4,-4.1,117,0.5,0.9,-9,22,-18,-19,-6
COc1ccc2[nH]c3c(c2c1)CCN1C(=O)C(CC(=O)NCCCn2ccnc2)C[C@H](C(=O)N2CCOCC2)[C@@]31C (stereo not given in full),-1,4.0,-3.4,·,1.8,1.1,-8,16,-6,0,-6
C=CC[C@H]1CC(C)=C[C@H](CC=C)N1,-5,3.6,-4.5,-9,-1.4,-1.8,-6,22,2,-4,2
O=C(Cn1nc(C(F)(F)F)c2c1CCCC2)N1CCOCC1,2,1.7,-1.3,772*,-0.7,2.4,-5,7,6,-7,-7
Cc1nn(CC(=O)NCCCN2CCN(Cc3ccccc3)CC2)c(=O)c2cc(-c3ccccc3)nn12,-6,-0.4,-2.6,-1,-1.5,-0.4,25,13,-1,-20,-1
O=C(Nc1ccccc1C(=O)N1CCOCC1)c1ccc([N+](=O)[O-])cc1,1,4.1,-2.0,-4,-1.1,0.5,-1,12,-9,·,-6

# 5 of the entries above in order of the MOR-DOR inv ag value, largest number first:
SMILES,PKA-R2B act,phage Ecoli inh,MOR-DOR ag,Mot1-301 SUMO,AddAB inh,MOR-DOR inv ag,PKA-R1A act,Tat transport
O=C(NCCc1ccc(Cl)cc1)C1CC(=O)N(C2CCCCC2)C1 (stereo not given),-9,-1.3,-3.0,-9,-1.2,17,-4,0
O=C(c1ccco1)N1CCN(c2ncnc3sc4c(c23)CCC4)CC1,-10,-2.7,-2.1,-11,-3.2,13,-9,12
COc1ccc(C(C)=O)cc1COC(=O)Cc1cc(OC)c(OC)c(OC)c1,-5,-0.1,-1.2,134,2.5,8,1,0
O=C(CSCc1ccccc1Cl)Nc1ccc2c(c1)OCCO2,-9,4.4,-0.6,1,1.8,3,15,7
Cc1onc(-c2c(F)cccc2Cl)c1C(=O)N(Cc1ccccc1)C(C)C,-7,-2.1,0.7,5,-0.8,-3,2,6
